LGR2 antag = blocks bursicon-induced cAMP signaling via Drosophila LGR2; HEK293 LGR2, CRE-luciferase, bursicon-stimulated, 4 h; AID 720647; inhibition, % at 9.99 µM; hit rate 0.35% among 380,000;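 active = drop in luminescence signal, shown as inhibition above about 50% in the replicate tests, limit read from the data, passing the limit was not always enough; inconclusive = probably only some replicates passing the limit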;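 note: agonist challenge used bursicon conditioned medium at about half maximal strength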
PGC1a acetyl inh = PGC1a acetylation modulation, inhibitor mode. AID 651687. inhibition, % at 15.6 µM. hit rate 0.17% among 350,000. U2OS PGC1a acetylation, AlphaScreen anti-acetyl-lysine; with virally co-expressed GCN5 acetyltransferase;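 active = every replicate shows inhibition of at least 40%; inconclusive = mean inhibition at least 40% but some replicate below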;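 note: 0% = neutral control wells and 100% = positive control wells; some results beyond the cut were filed as inactive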
INS-1E GSIS act = GLuc luminescence reporter in INS-1E cells, primary screen for activators of glucose-dependent secretion of insulin | INS-1E GLuc reporter insulin secretion, 2-3 h | activation, % at 16.6 µM | hit rate 0.61% among 370,000;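 active = lowest replicate activation of at least 40%, so every replicate reaches that level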;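 note: 0% = median of neutral control wells and 100% = median of IBMX positive control wells; some compounds called inactive have numbers as strong as hits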
* marks the source's active call; other numbers are inactive results; ? = inconclusive; & = joins results of further samples. An excerpt; count on the stated rates, not on these rows.

# | Structure | LGR2 antag | PGC1a acetyl inh | INS-1E GSIS act
1 | COc1ccc(-c2ccccc2[C@H]2[C@@H](CO)N(C(=O)NC3CCCCC3)[C@H]2C#N)cc1 | -31.5 | -12.8 | -4.1
2 | COc1ccc2c3c(n(C)c2c1)[C@H](CO)NCC31CCN(Cc2ccc(Cl)cc2)CC1 | -10.2 | -16.9 | 8.7
3 | COC(=O)c1sccc1NC(=O)/C=C/c1c(Cl)cccc1Cl | -55.6 | -5.1 | -2.4
4 | Cc1noc(C)c1NC(=O)Nc1ccc2c(c1)C(=O)N([C@H](C)CO)C[C@@H](C)[C@@H](CN(C)S(=O)(=O)c1ccccc1)O2 | -3.3 | -9.3 | 22.0
5 | O=C(c1ccccn1)N1CC(=O)N2[C@H](C1)[C@@H](c1ccc(-c3cccc(F)c3)cc1)[C@@H]2CO | 7.0 | 6.5 | 13.9
6 | COc1ccc2c3c([nH]c2c1)[C@H](CO)N(Cc1ccccc1F)CC31CN(S(C)(=O)=O)C1 | 0.2 | 18.5 | 3.3
7 | Cc1ccccc1S(=O)(=O)N1CC(=O)N2[C@H](C1)[C@H](c1ccc(C#CCN(C)C)cc1)[C@@H]2CO | 12.2 | -11.5 | 7.1
8 | CC(C)CC#Cc1ccc([C@H]2[C@@H](CO)N3C(=O)CN(C(=O)c4cnccn4)C[C@@H]23)cc1 | 0.8 | -4.7 | 9.2
9 | CC=Cc1ccc2n(c1=O)C[C@H]1[C@H](CO)[C@@H](C(=O)NC3CCCC3)N(C(=O)C3CCC3)[C@@H]21 (mixture of isomers) | 12.4 | 1.4 | 31.9
10 | COc1ccc2c3c([nH]c2c1)[C@H](CO)N(Cc1ccccc1)CC31CN(C)C1 | -12.2 | 1.7 | -2.6
11 | CO[C@H]1CN(C)C(=O)c2ccc(NC(=O)C3CCCC3)cc2OC[C@H](C)NC[C@@H]1C | 0.6 | 2.9 | 15.4
12 | CCC(=O)N1CCC2(CC1)CN(C(=O)CC)[C@@H](CO)c1[nH]c3cc(OC)ccc3c12 | -25.1 | 0.0 | 10.6
13 | CN(C)C(=O)C[C@H]1CC[C@H]2[C@H](COc3ccc(NC(=O)C4CCCC4)cc3C(=O)N2C)O1 | 8.6 | 0.8 | 15.5
14 | O=C(C[C@@H]1CC[C@H](NC(=O)C2CCOCC2)[C@H](CO)O1)NCc1ccncc1 | -2.2 | 6.0 | 1.3
15 | CCC(=O)N1CC2(C1)CN(C(C)=O)[C@H](CO)c1[nH]c3cc(OC)ccc3c12 | 6.8 | 2.0 | -7.5
16 | CCCNC(=O)N1C[C@H](C)[C@@H](OC)CN(C)C(=O)c2ccc(NC(=O)C3CCC3)cc2OC[C@@H]1C | 5.1 | -0.8 | 4.7
17 | CC(=O)N1CC2(C1)[C@@H](c1ccccc1)[C@@H](CO)N2C(=O)Cc1ccccc1 | 12.0 | -6.0 | 6.2
18 | CC=Cc1ccc2n(c1=O)C[C@@H]1[C@@H](CO)[C@H](C(=O)N(C)C)N(CCC)[C@H]21 (mixture of isomers) | -13.3 | 1.1 | 23.9
19 | COc1ccc2c3c(n(C)c2c1)[C@H](CO)N(C(=O)C1CCCCC1)CC31CCN(C)CC1 | -6.5 | 3.1 | 6.1
20 | COc1ccc2c3c(n(C)c2c1)[C@H](CO)N(C(=O)c1cccnc1)CC31CCN(C(=O)c2cccnc2)CC1 | -7.4 | -3.2 | 9.6
21 | O=C(C[C@@H]1C=C[C@@H](NC(=O)c2cccc(F)c2)[C@@H](CO)O1)NCc1ccc(Oc2ccccc2)cc1 | 8.3 | -5.7 | -18.7
22 | COCCNC(=O)c1cc2c(c(-c3cccc(-c4ccc(C#N)cc4)c3)n1)[C@@H](CCO)N(C(=O)CC1CC1)C2 | -12.2 | -12.5 | 15.2
23 | COc1ccc2c3c([nH]c2c1)[C@H](CO)N(C(=O)c1ccccn1)CC31CCN(C(=O)C2CC2)CC1 | 5.4 | 0.2 | 15.1
24 | CC(C)NC(=O)Nc1cccc2c1O[C@H](CN(C)S(=O)(=O)c1cccs1)[C@@H](C)CN([C@@H](C)CO)C2=O | 8.8 | 2.3 | 16.3
25 | COc1cccc(CN2[C@H](CO)[C@H](c3ccccc3)C23CN(C(=O)C2CCOCC2)C3)c1 | -8.3 | -6.7 | 4.6

# | Structure | LGR2 antag | PGC1a acetyl inh | INS-1E GSIS act
26 | COc1ccccc1NC(=O)N1CC(=O)N2[C@H](C1)[C@@H](c1ccc(C#Cc3ccc(F)cc3)cc1)[C@@H]2CO | 9.3 | -3.7 | 4.5
27 | CNC(=O)/C(=C\c1ccc([N+](=O)[O-])cc1)NC(C)=O | -5.2 | 13.4 | 3.9
28 | CC=Cc1ccc2n(c1=O)C[C@H]1[C@H](CO)[C@@H](C(=O)N(C)C)N(C(=O)CC)[C@@H]21 (mixture of isomers) | 17.7 | 3.2 | 13.9
29 | CC(=O)NC[C@H]1[C@@H](c2ccc(-c3cccc(F)c3)cc2)[C@@H](CO)N1C(=O)C1CC1 | 9.6 | -2.7 | -2.5
30 | CCCC(=O)Nc1ccc2c(c1)OC[C@H](C)N(C(C)=O)C[C@H](C)[C@@H](OC)CN(C)C2=O | 4.2 | 11.6 | 4.5
31 | COc1ccc2c3c(n(C)c2c1)[C@H](CO)NCC31CCN(Cc2ccccc2F)CC1 | -11.4 | 0.5 | 0.9
32 | CN(C)CCCNC(=O)C[C@@H]1CC[C@H]2[C@@H](COC[C@@H](O)CN2CC2CCCCC2)O1 | 1.1 | 5.7 | -7.1
33 | O=C(c1ccccc1)N1CC(=O)N2[C@H](CO)[C@@H](c3ccc(C#Cc4ccccc4)cc3)[C@H]2C1 | 2.8 | -11.4 | -24.9
34 | COc1cccc(/C(C#N)=C/c2c(-c3ccc(Cl)cc3)nc3c(C)cccn23)c1 | 15.2 | -6.5 | -16.7
35 | COc1ccc(CN2CC3(C2)CN(C(=O)Nc2ccc(F)cc2)[C@@H](CO)c2[nH]c4cc(OC)ccc4c23)cc1 | -6.9 | -22.1 | -26.3
36 | CCCC(=O)N1CC2(CN(S(C)(=O)=O)C2)c2c([nH]c3cc(OC)ccc23)[C@@H]1CO | -8.9 | -5.9 | 16.5
37 | COc1ccc2c3c(n(C)c2c1)[C@@H](CO)N(Cc1nccs1)CC31CCN(C(=O)CN(C)C)CC1 | 10.2 | 2.0 | -7.6
38 | COc1ccc2c3c([nH]c2c1)[C@H](CO)N(Cc1cccc(Cl)c1)CC31CN(C)C1 | -27.1 | 9.8 | -3.1
39 | O=C(C1CCC1)N1[C@@H](CO)[C@@H](c2ccccc2)C12CN(Cc1ccccc1)C2 | 26.9 | -13.3 | -16.2
40 | COCC(=O)N1[C@H](C#N)[C@H](c2ccccc2-c2ccccc2F)[C@@H]1CO | -7.3 | 1.2 | -8.5
41 | CON1C(=O)CN(C(C)=O)C1c1ccc(Cl)cc1Cl (configuration not stated) | 3.3 | 6.7 | 14.7
42 | CCCNC(=O)N1[C@H](C#N)[C@H](c2ccccc2-c2ccccc2F)[C@@H]1CO | 4.2 | -16.6 | -11.1
43 | O=C(C[C@@H]1C[C@@H]2c3cc(NC(=O)c4cccnc4)ccc3O[C@@H]2[C@@H](CO)O1)NC1CCCC1 | 0.6 | -0.8 | -11.6
44 | CO[C@H]1CN(C)C(=O)c2ccc(NC(=O)C3CCC3)cc2OC[C@H](C)NC[C@@H]1C | -5.9 | 7.1 | 2.7
45 | CO[C@H]1CN(C)C(=O)c2ccc(NC(=O)c3ccccc3)cc2OC[C@H](C)NC[C@@H]1C | -0.4 | -0.8 | 21.1
46 | COc1ccc2c3c([nH]c2c1)[C@H](CO)N(C(=O)CN(C)C)CC31CCN(CC2CCCCC2)CC1 | -11.4 | -30.8 | 38.4
47 | CCCNC(=O)N1CC(=O)N2[C@H](C1)[C@H](c1ccc(-c3ccncc3)cc1)[C@@H]2CO | 7.3 | -7.9 | 0.1
48 | COc1ccc2c3c([nH]c2c1)[C@@H](CO)N(Cc1ccncc1)CC31CN(C(=O)Cc2ccncc2)C1 | 11.6 | -9.8 | 3.6
49 | O=C(c1ccccn1)N1CC(=O)N2[C@H](CO)[C@@H](c3ccc(-c4cccc(F)c4)cc3)[C@H]2C1 | 7.6 | -0.4 | 8.1
50 | N#C[C@H]1[C@H](c2ccccc2C2=CCCCC2)[C@@H](CO)N1C(=O)C1CCOCC1 | -12.8 | 1.4 | 10.9

# | Structure | LGR2 antag | PGC1a acetyl inh | INS-1E GSIS act
51 | N#Cc1cccc(-c2ccc(C3[C@H]4CNC[C@@H]3N4S(=O)(=O)c3ccc(F)cc3)cc2)c1 (some centres not stated) | 5.1&-9.3 | 4.6&-35.1 | -11.3&-0.4
52 | CO[C@H]1CN(C)C(=O)c2ccc(NS(=O)(=O)c3ccccc3C)cc2OC[C@H](C)NC[C@@H]1C | -21.3 | 4.2 | 22.1
53 | COCC#Cc1ccc([C@@H]2[C@@H](CO)N3C(=O)CN(C(=O)c4cccnc4)C[C@H]23)cc1 | 5.3 | 7.9 | 0.6
54 | O=C(Nc1ccc(F)cc1)N[C@@H]1CC[C@H](CCNC(=O)c2ccccc2F)O[C@H]1CO | 12.2 | 7.4 | 0.3
55 | NCC[C@@H]1CC[C@@H](NC(=O)C2CC2)[C@H](CO)O1 | 3.5 | 1.4 | 17.9
56 | COc1cccc(CN2CC3(CN(CC4CCOCC4)C3)c3c([nH]c4cc(OC)ccc34)[C@@H]2CO)c1 | -2.3 | 8.0 | 3.5
57 | CCCNC(=O)N1CC2(CN(Cc3nccs3)C2)c2c([nH]c3cc(OC)ccc23)[C@H]1CO | -11.1 | 7.4 | 22.0
58 | CO[C@@H]1CN(C)C(=O)c2ccc(NS(C)(=O)=O)cc2OC[C@@H](C)N(C(=O)C2CCCC2)C[C@@H]1C | 2.3 | -1.5 | 6.9
59 | CCC(=O)N1[C@H](CO)[C@@H](c2ccc(-c3ccc(F)cc3)cc2)C12CN(C(C)=O)C2 | 16.0 | 2.3 | 20.1
60 | C/C=C/c1ccc([C@H]2[C@H]3CN(S(=O)(=O)c4ccccc4)CC(=O)N3[C@H]2CO)cc1 | 2.1 | -4.1 | -12.3
61 | COc1ccc2c3c(n(C)c2c1)[C@@H](CO)N(C(=O)CN(C)C)CC31CN(C(=O)NC(C)C)C1 | -5.2 | 2.2 | 25.8
62 | O=C(C1CCCCC1)N1CC(=O)N2[C@H](CO)[C@@H](c3ccc(C#CCc4ccccc4)cc3)[C@H]2C1 | -9.4 | -11.1 | -10.1
63 | CCCNC(=O)N1CC2(C1)CN(C(C)=O)[C@@H](CO)c1c2c2ccc(OC)cc2n1C | 2.5 | 8.2 | 5.0
64 | CCCC(=O)N1CCC2(CC1)CN[C@H](CO)c1c2c2ccc(OC)cc2n1C | -2.1 | 8.4 | -12.8
65 | C[C@H](CO)N1C[C@H](C)[C@@H](CN(C)S(=O)(=O)c2ccccc2)Oc2ccc(NS(C)(=O)=O)cc2C1=O | -11.7 | -2.5 | 8.3
66 | CCCNC(=O)N1CC2(C1)CN(Cc1ccccc1)[C@H](CO)c1[nH]c3cc(OC)ccc3c12 | 6.5 | -2.4 | 11.8
67 | O=C(NC1CCCC1)N1CC(=O)N2[C@@H](CO)[C@H](c3ccc(-c4cccnc4)cc3)[C@@H]2C1 | 1.6 | -2.1 | 0.3
68 | C[C@@H]1CN([C@@H](C)CO)C(=O)c2cccc(NC(=O)Nc3ccccc3)c2O[C@H]1CN(C)S(=O)(=O)c1cccs1 | 9.5 | ? | 25.6
69 | CN(C)CC(=O)N1[C@H](C#N)[C@@H](c2ccccc2-c2ccccc2F)[C@@H]1CO | 6.7 | -4.0 | 0.7
70 | Cc1ccc(-c2ccc([C@H]3[C@H]4CN(C(=O)Nc5cccc(F)c5)CC(=O)N4[C@H]3CO)cc2)cc1 | -4.6 | -21.5 | -4.5
71 | CCC(=O)Nc1ccc2c(c1)C(=O)N(C)C[C@H](OC)[C@@H](C)CN(C(=O)CN(C)C)[C@@H](C)CO2 | -17.7 | -1.3 | -7.0
72 | COc1ccc2c3c([nH]c2c1)[C@@H](CO)N(C)CC31CCN(C(=O)c2cccnc2)CC1 | 1.3 | -6.1 | -4.9
73 | COc1ccc2c3c(n(C)c2c1)[C@@H](CO)N(S(=O)(=O)c1ccc(C)cc1)CC31CN(S(=O)(=O)c2ccc(C)cc2)C1 | -6.4 | -10.1 | -11.6
74 | COc1ccc2c3c(n(C)c2c1)[C@@H](CO)N(Cc1ccccc1Cl)CC31CCN(C(=O)CN(C)C)CC1 | 8.6 | 3.1 | -13.5
75 | COc1ccc2c3c([nH]c2c1)[C@@H](CO)N(C(=O)NC(C)C)CC31CN(C(=O)c2ccccn2)C1 | 13.9 | 10.0 | 0.6

# | Structure | LGR2 antag | PGC1a acetyl inh | INS-1E GSIS act
76 | O=C1CN(S(=O)(=O)c2ccccc2)C[C@@H]2[C@@H](c3ccc(C#CCc4ccccc4)cc3)[C@@H](CO)N12 | 14.1 | 11.3 | 12.3
77 | O=C(C1CCCC1)N1CC(=O)N2[C@@H](CO)[C@@H](c3ccc(C#CCc4ccccc4)cc3)[C@@H]2C1 | 2.6 | 17.3 | 30.4
78 | CC(C)CC#Cc1ccc([C@@H]2[C@@H](CO)N3C(=O)CN(S(=O)(=O)c4ccccc4)C[C@H]23)cc1 | 9.7 | 1.8 | 2.3
79 | N#C[C@H]1[C@@H](c2ccccc2C2=CCCCC2)[C@H](CO)N1S(=O)(=O)c1cccc(F)c1 | 18.1 | -20.1 | -34.8
80 | COc1ccc2c3c([nH]c2c1)[C@@H](CO)N(C(=O)Nc1ccc(F)cc1)CC31CCN(S(=O)(=O)c2cccs2)CC1 | 16.6 | -11.4 | 1.8

High-throughput results as filed in PubChem BioAssay.
